ALOX12 inh = ALOX12 (human) lipoxygenase inhibition; P18054; purified 12hLO, xylenol orange hydroperoxide absorbance; Potency, µM (highest dose often 108 µM), for the others: top-dose activity change, negative = inhibition, actives largely listed as inhibitors; 580,000 compounds, 1.1% hits; AID 1671190; active = well fitted inhibition curve with a large enough effect; inconclusive = small, poorly fitted or top-dose-only effect, or another doubt; inactive = no such curve, though single readings can be large or run the other way
Target sequence (P18054 whole entry, looked up): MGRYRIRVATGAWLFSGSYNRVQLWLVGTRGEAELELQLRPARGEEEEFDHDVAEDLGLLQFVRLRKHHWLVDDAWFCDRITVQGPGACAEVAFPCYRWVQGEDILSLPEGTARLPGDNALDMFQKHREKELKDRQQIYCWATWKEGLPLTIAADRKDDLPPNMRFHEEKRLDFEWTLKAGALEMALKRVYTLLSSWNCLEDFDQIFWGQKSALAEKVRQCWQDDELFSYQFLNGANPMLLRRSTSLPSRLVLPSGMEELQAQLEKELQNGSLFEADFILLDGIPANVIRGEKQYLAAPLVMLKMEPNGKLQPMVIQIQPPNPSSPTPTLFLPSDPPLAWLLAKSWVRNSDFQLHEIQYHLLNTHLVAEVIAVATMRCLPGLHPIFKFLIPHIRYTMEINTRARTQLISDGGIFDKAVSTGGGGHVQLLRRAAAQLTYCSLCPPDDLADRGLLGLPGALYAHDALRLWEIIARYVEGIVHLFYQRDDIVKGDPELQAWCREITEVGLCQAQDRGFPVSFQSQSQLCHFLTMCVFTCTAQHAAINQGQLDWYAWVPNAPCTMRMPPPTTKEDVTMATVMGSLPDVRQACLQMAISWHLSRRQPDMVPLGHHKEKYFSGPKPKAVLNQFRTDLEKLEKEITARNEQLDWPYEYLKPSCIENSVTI
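Purified human 12hLO (150 nM final) in 25 mM Hepes, 0.01% Triton X-100, pH 7.0 was preincubated 15 min at room temperature with compound. Then 40 uM arachidonic acid was added, 30 min. Hydroperoxide was read by Fe-XO absorbance ratio 573/405 nm.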
* = called active by the depositor; u = inconclusive; [ ] = dose if it differs, or a comment. % is scaled to controls: 0 for no effect and ±100 for the full control effect; potency is read from the fitted curve at half-maximal effect.

mol,ALOX12 inh
CCc1ccc(S(=O)(=O)N2CCN(C3CCN(CCc4ccccc4)C3=O)CC2)cc1 (stereo unspecified),46%
CC(=O)N1C[C@@H](C(=O)NCc2ccc(F)c(Cl)c2)[C@H](c2nc(C)no2)C1,45%[activator]
COCCNC(=O)c1ccc2c(c1)OCCN(c1cccc(OC(F)(F)F)c1)C2,10%[176 µM]
CN(C)C[C@@H]1CN(c2ccncn2)C[C@H]1NC(=O)c1ccsc1,u
CSc1ccc(SC2CN(Cc3ccc(C)cc3)S(=O)(=O)C2)cc1 (stereo unspecified),15%
CC(C)(Cc1ccc(F)cc1)NC(=O)CC1C(=O)NCCN1Cc1ccoc1 (stereo unspecified),-5%
COc1cccc(-c2cccc(C(=O)N3C[C@H](CO)C[C@H](CN(C)C)C3)c2)c1,-18%
COC(=O)[C@H](CC(C)C)N(Cc1cn(Cc2ccc(C)cc2)nn1)S(=O)(=O)c1ccccc1Br,8.9µM*
Cc1cc(C(=O)N2CCCN(S(C)(=O)=O)C(c3ccccc3)CC(=O)NCC2)n(C)n1 (stereo unspecified),-10%
COc1ccc(CNC[C@H]2O[C@H](Cc3cc(CN4CCOCC4)on3)CC[C@@H]2O)cc1,18%[176 µM]
COc1ccc(OC)c(S(=O)(=O)N2CCCCCCNC(=O)CC2)c1,u
COc1cc(NC(=O)C2(C)CCCCC(=O)N2)cc(OC)c1 (stereo unspecified),40%

2 records picked at random from those above:
mol,ALOX12 inh
COc1ccc(CNC[C@H]2O[C@H](Cc3cc(CN4CCOCC4)on3)CC[C@@H]2O)cc1,18%[176 µM]
CN(C)C[C@@H]1CN(c2ccncn2)C[C@H]1NC(=O)c1ccsc1,u

Some of the entries above in another layout.
COC(=O)[C@H](CC(C)C)N(Cc1cn(Cc2ccc(C)cc2)nn1)S(=O)(=O)c1ccccc1Br
- ALOX12 inh: 8.9µM*
Cc1cc(C(=O)N2CCCN(S(C)(=O)=O)C(c3ccccc3)CC(=O)NCC2)n(C)n1 (stereo unspecified)
- ALOX12 inh: -10%
COc1ccc(CNC[C@H]2O[C@H](Cc3cc(CN4CCOCC4)on3)CC[C@@H]2O)cc1
- ALOX12 inh: 18%[176 µM]
COc1ccc(OC)c(S(=O)(=O)N2CCCCCCNC(=O)CC2)c1
- ALOX12 inh: u

More records:
mol,ALOX12 inh
N#CC[C@H](C1CCCC1)n1cc(-c2ncnc3[nH]ccc23)cn1,-19%[57.4 µM]
O=C1CCN(S(=O)(=O)c2ccc3c(c2)OCCO3)CCCC(CO)CCN1 (stereo unspecified),26%
CC(=O)N1CCN(C(=O)C[C@@H]2CCNC[C@@H]2Cc2cc(CSc3ccccc3)on2)CC1,71%[activator]
Cc1ccsc1CN1CCCCCNC(=O)[C@@H]2CCC[C@@H]21,221%[activator]
Cn1cccc1C(=O)N1CCOCC1CC(=O)N1CCSCC1 (stereo unspecified),30%
O=C1NC(=NC2CCCCC2)C2(CCN(CC3CCCCC3)CC2)N1c1cccnc1,7%[6.33 µM]
Cc1ccc(-c2noc([C@@H]3C[C@@H](O)CN3Cc3ncc[nH]3)n2)cc1F,48%[activator][176 µM]
COc1ccc(CN2C(=O)C(n3cccc3)c3cc(F)ccc32)cc1 (stereo unspecified),u
C=C1CCN([C@@H](CC(C)C)C(=O)Nc2nc3ccc(Cl)cc3s2)S(=O)(=O)c2ccccc21,u
O=C(c1ccccn1)N1CCC(Nc2cccnc2)C1 (stereo unspecified),36%
CCOc1ccccc1NC(=O)CC1CCCN(c2cnn(CCOC)c(=O)c2)C1 (stereo unspecified),23%
Cc1cnc(C(=O)N2C[C@@H](COCC3CC3)[C@H](c3ccccn3)C2)cn1,33%[activator]
Cc1ccc2oc([C@H]3CCN(Cc4cccc(Cl)c4)C3)nc2c1,-22%[176 µM]
O=C(NC1CCCC1)c1cc(C2CC2)nc2onc(C3CCCNC3)c12 (stereo unspecified),-14%[6.33 µM]
Cc1nccn1CCNC(=O)CCC[C@@H]1[C@H]2CCCN3CCC[C@@H](CN1Cc1ccccc1)[C@@H]23,79%[activator]
Cc1cncc(C(=O)N2CC(CO)C3(CCNCC3)C2)c1 (stereo unspecified),u
CC1=C[C@@H](CN2CCN(CCO)CC2)[C@H](C(C)C)C[C@H]1Cc1nnc(-c2ccc(N(C)C)cc2)o1,-5%
COc1ccc(CN2C[C@@H]3C(=O)N(Cc4ccc5c(c4)OCO5)C(=O)[C@@H]3C2)cc1OC,-17%
COc1ccc(CNC(=O)C[C@@H]2C[C@H]3O[C@H](CNC(=O)NCc4ccccc4)[C@@H](O)[C@H]3O2)cc1,15%
CC(C)CC1NC(=O)c2ccc(Cl)cc2-n2c1nc1cc(F)ccc1c2=O (stereo unspecified),-5%
COc1cccc(-c2cnc3n[nH]c(-c4ccc5c(c4)OCO5)c3n2)c1,-1%[176 µM]
O=C(NCC1Cn2cccc2C(=O)N1Cc1ccccc1)c1ccc2ncccc2c1 (stereo unspecified),16%
CC1(CCCCc2ccccc2)COc2ccc(C(=O)N3CC[S+](=O)([O-])CC3)cc2N1 (stereo unspecified),1%
CCCOc1ccc(CNC(=O)C(C)C2CCOCC2)cc1 (stereo unspecified),14%
O=C(NCC1CC1)c1cccc(OC2CN(C3CCCCCC3)C2)c1,25%
COCCn1nc2n(c1=O)CCN(C(=O)c1ccc(Br)o1)CC2,25%
Cn1ccnc1-c1cn(CCOCc2ccccc2)nn1,12%
Cc1noc([C@@H]2CN(Cc3cccc(F)c3)C[C@H]2CO)n1,23%
COc1ccccc1C(=O)N1CCn2c(nnc2-c2ccncc2)C1,9%[6.33 µM]
CC1=C[C@@H](CO)[C@H](C(C)C)C[C@H]1Cc1nnc(-c2ccncc2)o1,2%[176 µM]
CCN1c2cc(C(=O)Nc3ccc(Br)c(C)c3)ccc2C(=O)N2CCCCC21 (stereo unspecified),8%
CCCOc1ccc(-c2nc3ccc(-c4ccc(OC)c(OC)c4OC)cc3o2)cc1,4%
CN(Cc1ccccc1)C(=O)C[C@@H]1c2nc(NC(=O)c3c(F)cccc3F)sc2C[C@@H]2[C@](C)(CO)[C@H](O)CC[C@]21C,5%
CCCNC(=O)N(C1CCOCC1)C1CCN(C(=O)c2ccc(OC)nc2OC)CC1,54%[activator]
C=CCNC(=O)CCc1c(C)nn(-c2ccc(F)cc2)c1Oc1ccccc1C,55%[activator]
CN1CCC(NC(=O)c2nc3nc(-c4ccccc4)c(-c4cccc(O)c4)cc3n2C)CC1,u
Cc1ccccc1S(=O)(=O)N1C[C@@H]2CCCN3CCC[C@@H]([C@H]23)[C@H]1CCCC(=O)NCC1CC1,-2%
O=C(C1CCCC1)N1CCC2(C1)C(=O)N(CCc1ccccc1)c1ccccc12 (stereo unspecified),u
O=C(c1ccc(C(F)(F)F)cc1)N1CCC2(CC1)COc1ccccc1NC2=O,30%
O=C(Cc1ccccc1)Nc1ccc([C@@H](O)[C@H]2COCC(=O)N2Cc2ccncc2)cc1,17%[176 µM]
COC(=O)[C@H]1CN(C(=O)c2ccc(N(C)C)cc2)CCN1S(C)(=O)=O,u
Cc1nn(-c2ccc(F)cc2)c(Oc2ccccc2F)c1CCC(=O)N(C)C(C)C,11%
CC(=O)N1CCC(N2CCOC[C@H]2c2ncc(-c3ccc(Cl)s3)[nH]2)CC1,u
CN(C)c1ccc(C(=O)NCCCCCCC(=O)NO)cc1,u
CN(C)c1ccc2ncc(Nc3ccccc3)n2n1,66%[activator][176 µM]
Cc1cc(Cl)ccc1NC(=O)N1C[C@@H](F)C[C@H]1C(=O)N1CCc2ccccc2C1,5%
O=C(CCn1ccn2nc3c(c2c1=O)CCCC3)Nc1cccc(Cl)c1F,14%
O=C(NCc1c[nH]c(=O)[nH]c1=O)C1CCN(Cc2ccco2)CC1,19%
Cc1ccc(-c2noc(-c3nc(-c4ccccn4)no3)n2)cc1,52%[activator]
CCNC(=O)NC1CC(=O)N(Cc2ccccc2C(F)(F)F)C1 (stereo unspecified),2%
CC[C@H]1CN(C(=O)Nc2cccc(C(F)(F)F)c2)CC[C@H]1CC(=O)N(CC)C(=O)NCCCN(C)C,5%
Cn1cnc(S(=O)(=O)N2CCC[C@@H]2c2noc3ccccc23)c1,14%
CN1c2cc(C(=O)NCc3ccncc3)ccc2C(=O)N2CCCCC21 (stereo unspecified),-7%
CCCc1noc(-c2nc(-c3ccc(OC)c(OC)c3)no2)n1,44%[activator]
CCNC(=O)N[C@H]1[C@H](O)[C@@H](N2CCCCC2)[C@@H]2OC[C@H]1O2,u
Cn1c(CCNC(=O)C[C@H]2NC(=O)c3ccccc3NC2=O)nc2ccccc21,30%
CN(Cc1cccnc1)C1CN(C(=O)C2CCC2)C1,u
O=C(Nc1ccc(Oc2ccccc2)cc1)O[C@@H]1CO[C@H]2[C@@H]1OC[C@@H]2NS(=O)(=O)c1ccc2ccccc2c1,u
CCn1ccc(C(=O)N2CCCCCCNC(=O)[C@@H]3C[C@@H](c4nc(-c5cccnc5)no4)C[C@@H]32)n1,51%[activator]
O=S(=O)(c1cccs1)N1CC(c2noc(C3CCCN3CC3CC3)n2)C1 (stereo unspecified),-5%

Going on with the list.
mol,ALOX12 inh
C=CCC1(CO)CCCN(CCOc2ccc(C)cc2Cl)C1 (stereo unspecified),15%
O=C(Cc1ccc(F)cc1)N1CCC2(CC1)CN(Cc1ccccc1)CC2CO (stereo unspecified),1%
Cc1ncc2c(c1CNC(=O)c1cc(C(C)C)n3ncnc3n1)CCNC2,u
COc1ccc2c(c1OC)C(CC(C)=O)N1CCc3cc4c(cc3C1C2=O)OCO4 (stereo unspecified),-17%
COCCNC(=O)CCCN1C(=O)COc2ccc(C(=O)COc3ccc(C(C)(C)C)cc3)cc21,33%[activator]
Cc1occc1C(=O)NC1CCc2nn(C)c(=O)n2CC1 (stereo unspecified),80%[activator]
O=C(c1cccs1)N1CCCC(c2noc(COc3ccccc3F)n2)C1 (stereo unspecified),1%
COc1ccc2[nH]c(=O)c(CN3CCOC(CN)C3)cc2c1 (stereo unspecified),18%
O=C(NCc1ccc(F)cc1)N1CCC(Oc2ncccc2C(=O)N2CCOCC2)C1 (stereo unspecified),-14%
CC1=NS(=O)(=O)N(Cc2ccccc2)C=C1C(=O)OCc1noc(-c2cccc(Cl)c2)n1,32%
N#Cc1ccc(-c2nc(C3CC(=O)N(c4ccc(F)cc4)C3)no2)cc1 (stereo unspecified),10µM*
CCN1c2cc(C(=O)NCc3cccc(Cl)c3)ccc2C(=O)N2CCCCCC21 (stereo unspecified),u
CCOC(=O)C1(Cc2ccc(F)cc2)CCCN(C(=O)c2cc3nc(C)cc(C)n3n2)C1 (stereo unspecified),74%[activator]
O=C(c1ccccc1Cl)N1CCC2(CC1)C(=O)NCN2Cc1ccc(Cl)cc1,8%
O=C(CCC1CCN(C(=O)c2ccccc2)CC1)Nc1ccccc1F,27%
COc1ccc(N2CC3CCC(C2)N3Cc2ccc(-c3ccccc3)cc2)cc1,6%[6.33 µM]
O=C1NCCCN1C1CCN(Cc2cccc3ccccc23)CC1,5%[176 µM]
Cn1c(CCNC(=O)Cn2nc3c(cc2=O)CCCCC3)nc2ccccc21,36%
Cc1ccc(-c2nc(C3CC(=O)N(c4ccc(Cl)cc4)C3)no2)cc1C (stereo unspecified),11%
COc1ccc(-c2cc(-c3ccc(N4CCOCC4)nc3)cn3cncc23)cn1,47%[activator][176 µM]
O=C(c1ccccn1)N1CCC(n2cc(-c3nc(-c4ccccc4)no3)nn2)CC1,-4%
COCC1CN(C(C)=O)CC12CCN(Cc1ccc3c(c1)CCO3)CC2 (stereo unspecified),16%
CCCCN1C(=O)C(CC(=O)N(C)C)Sc2ncccc21 (stereo unspecified),1%
CC(O)c1cc2n(n1)CCCN(CC(=O)N1CCOc3ccccc31)C2 (stereo unspecified),32%[activator]
COc1ccc(OC2CN(Cc3cccn3C)C2)cc1,5%[12.5 µM]
Cn1nc(C2CCN(C(=O)c3cnccn3)CC2)c2c1CCOC2,-3%
CC(=O)N1CCC([C@@H]2CN(Cc3cccc(C#N)c3)C[C@H]2CO)CC1,56%[activator]
COCCN1C(=O)c2cccn2CC1CNC(=O)c1ccccc1OC (stereo unspecified),17%
CC(=O)N1Cc2ccccc2CC2(CCN(Cc3ccccn3)CC2)C1,8%[6.33 µM]
COc1ccc(Cl)cc1C(=O)N1CCC2(CC1)NC(=O)N(c1ccccc1)N2,1.8µM*
COC(=O)c1cc2c(c3c4cc(C)ccc4n(S(=O)(=O)c4ccc(OC)cc4)c13)C(=O)N(C)C2,-20%
CC(C)c1ccc(NC(=O)[C@@H]2COCC(=O)N2Cc2ccccc2)cc1,11%
O=C1CCN(S(=O)(=O)c2ccccc2)CCCN(C(=O)c2nccc3ccccc23)CCN1,0%
Cc1cnn(CCC(=O)N2C[C@@H](CO)[C@H](c3ccncc3)C2)c1,9%
COC(=O)C1=C(C)N(Cc2ccccc2C(F)(F)F)C(=NCc2ccc3c(c2)OCO3)NC1c1cccc(Cl)c1 (stereo unspecified),u
C#CCNC(=O)C[C@H]1C[C@@]2(C(=O)OC)C(=C[C@H](C3CCCC3)O[C@@H]2C)N(CCCCCCCC)C1=O,-24%
Cc1ccc(C(=O)N[C@H]2C[C@@H](c3nc(-c4ccc5c(c4)OCO5)no3)N(C)C2)cc1,98%[activator][176 µM]

Screening data from PubChem BioAssay.

An excerpt. The share of hits here may be higher or lower than overall.
